High-throughput results: PubChem BioAssay, several laboratories
HPDE-C7K KRASV12 = cytotoxicity in KRAS-transformed pancreatic duct cells, primary screen, cell-based, fluorescence, HTS (AID 431) | 63,000 tested, 1.7% active | cytotoxicity, % at 10 µM, or EC50 in µM where a hit was titrated | HPDE-C7K KRASV12 cells, Alamar Blue viability, 48 h; higher % means a stronger effect;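 active = compounds whose percent cytotoxicity in the single-dose primary screen, scaled between solvent and toxic-drug controls, exceeds 50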;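 also: 0% = DMSO solvent wells and 100% = doxorubicin-treated wells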
Bfl-1 inhibitors = Bfl-1 inhibitors, primary screen, biochemical, fluorescence polarization, FITC-Bid, mouse (AID 432); 64,000 tested, 0.02% active; Bcl-2-related protein A1 (Mus musculus); FITC-Bid BH3 peptide fluorescence polarization displacement; higher % means a stronger effect; displacement, % at 20 µM; hits with a dose series show IC50 in µM; in the data active = a potency from the dose series; inactive = the rest, 99 in 100 with displacement below about 15%; also: strong numbers were not always called active
Alkaline phosphatase = human TNAP enzyme inhibitors, biochemical, luminescent (AID 518); 64,000 tested, 0.09% active; inhibition, % at 20 µM; hits with a dose series show IC50 in µM; purified TNAP enzyme, luminescent substrate readout; higher % means a stronger effect; in the data active = a potency from the dose series; inactive = the rest, 99 in 100 with inhibition below about 22%;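 also: plate controls were vehicle for no effect and reference inhibitor for full effect; many of its hits are not listed in these tables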
Spn DPM-DC inh = S. pneumoniae DPM-DC inhibitors, primary screen, biochemical, PK/LDH-coupled NADH fluorescence. diphosphomevalonate decarboxylase (Streptococcus pneumoniae D39). purified DPM-DC. calls only at 10 µM. 65,000 tested, 0.49% active. AID 556, 2006;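 active = the 320 compounds with the highest percent inhibition in the single-dose primary screen, excluding strongly autofluorescent ones, cut at about 32% in these data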;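 also: kinetic rate of NADH fluorescence loss reporting ADP formed by the decarboxylase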
HPDE-C7 cytotoxicity = cytotoxicity in HPDE-C7 cells, cell-based, fluorescence, HTS (AID 430); HPDE-C7 pancreatic duct cells viability, fluorescence; higher % means a stronger effect; one-dose cytotoxicity, % at 10 µM; EC50 in µM for titrated hits; 63,000 tested, 1.8% active;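 also: cells exposed to compound for 48 hours before viability readout; 0% = vehicle and 100% = reference cytotoxic drug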
Spn PMK inh = S. pneumoniae PMK inhibitors, primary screen, biochemical, mevalonate pathway, pilot trial included | 65,000 tested, 0.49% active | inhibition, % at 10 µM | phosphomevalonate kinase (Streptococcus pneumoniae D39) | AID 539, 2006 | purified PMK, PK/LDH-coupled NADH absorbance 340 nm;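 active = top-ranked compounds by inhibition in the single 10 µM screen, taking a fixed number of the strongest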;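 also: 0% = full reaction with DMSO carrier and 100% = background rate without enzyme reaction; no value below 0 was filed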
Spn MK inh = S. pneumoniae MK inhibitors, primary screen, biochemical, PK/LDH-coupled NADH absorbance | mevalonate kinase [Streptococcus pneumoniae D39] | purified MK, PK/LDH-coupled NADH absorbance 340 nm | inhibition, % at 10 µM | 65,000 tested, 0.48% active | AID 555, 2006;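 active = ranked among the strongest by inhibition in the single 10 µM screen, a fixed top-ranked set picked for dose follow-up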; also: no value below 0 was filed
HT1080 cytotoxicity = cytotoxicity in HT1080 fibrosarcoma cells, cell-based, fluorescence readout (AID 620) | HT1080 viability, fluorescence; higher % means a stronger effect | one-dose cytotoxicity, % at 10 µM; EC50 in µM for titrated hits | 87,000 tested, 0.42% active;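 also: cells exposed to compound overnight then 4 h with Alamar Blue; 0% = vehicle DMSO and 100% = killing control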
LYP phosphatase = LYP phosphatase inhibitors, primary screen, biochemical, DiFMUP fluorescence, recombinant catalytic domain, 10 µM (AID 606). 52,000 tested, under 10 active. Tyrosine-protein phosphatase non-receptor type 22 (Homo sapiens). inhibition, % at 10 µM, or IC50 in µM where a hit was titrated. recombinant LYP catalytic domain, DiFMUP fluorescence; higher % means a stronger effect;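 active = IC50 under 40 µM in the dose-response test; inactive = IC50 of 40 µM or more, or never dose-tested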
Spn PMK inh pilot replicates = recorded beside Spn PMK inh, whose call it bears; inhibition, %; measured here: pilot screen replicates
Spn MK inh pilot replicates = further read-out of Spn MK inh, marked with its call; inhibition, %; measured here: pilot screen replicates
Spn DPM-DC inh pilot screen % = also measured in Spn DPM-DC inh; calls as there; inhibition, %; measured here: pilot screen trials
* hit, by the source's call; i = inactive; x = not tested or not shown; + = active, no number. Rule as the data show it, unless noted: active = cytotoxicity above about 50%; inactive = the rest.

SMILES	HPDE-C7K KRASV12	Bfl-1 inhibitors	Alkaline phosphatase	Spn DPM-DC inh	HPDE-C7 cytotoxicity	Spn PMK inh	Spn MK inh	HT1080 cytotoxicity	LYP phosphatase	others
CC(C)(C)NC(=O)NC(=O)Cn1cc(C(F)(F)F)ccc1=O	-5.3%	-7.1%	6.1%	i	-7.2%	0.0	0.0	10.4%	8.5%
COc1cccc(C2CC(c3ccccc3OC)n3ncnc3N2)c1 (stereo not given)	-0.8%	2.8%	0.6%	i	-14.0%	4.0	7.0	4.0%	-3.8%
CCOC(=O)c1cc2c(ccn2C)n1CC(=O)N1CCN(c2ccccc2OC)CC1	2.6%	12.8%	6.4%	i	5.6%	11.0	8.0	10.9%	x
CC1(C)C(=O)C2(CCCC2)C(=O)OC1c1ccco1 (stereo not given)	-14.1%	-2.1%	9.0%	i	-10.6%	11.0	9.0	1.5%	7.7%
CCOC(=O)N1CCC(NC(=O)CCc2cn(C)c3ccccc23)CC1	-8.7%	-5.6%	3.5%	i	-20.7%	30.0*	11.0	-0.1%	9.4%
Cc1ccc(S(=O)(=O)Cn2nnnc2C(c2ccc(F)cc2)N2CCC(C(N)=O)CC2)cc1 (stereo not given)	1.3%	0.6%	13.5%	i	-0.6%	16.0	8.0	-2.9%	x
COc1ccc(-c2nnc(SCc3ccccc3)n2N)cc1	-12.1%	-6.8%	8.7%	i	4.0%	10.0	3.0	1.5%	-30.3%
CCN(CC)C(=O)c1sc(NC(=O)c2ccoc2C)c(C(=O)OC)c1C	-1.6%	-2.4%	7.6%	i	-3.3%	11.0	6.0	4.3%	2.7%
COc1ccc(C(c2sc3nc(C)nn3c2O)N2CCCCC2)cc1 (stereo not given)	-15.0%	3.9%	14.7%	i	-10.3%	0.0	3.0	2.5%	4.3%	Spn PMK inh pilot replicates=1.0;Spn MK inh pilot replicates=0.0;Spn DPM-DC inh pilot screen %=5.0
COc1ccc(-c2nnn(CC(=O)N(C3CCCC3)C(C)C(=O)NC3CCCC3)n2)cc1OC (stereo not given)	-13.4%	-8.8%	13.1%	i	-9.9%	11.0	14.0	1.7%	x
O=C(CCCn1c(SCC(=O)NC2CCCCC2)nc2ccccc2c1=O)NCC1CCCO1 (stereo not given)	-5.2%	-1.3%	7.7%	i	-8.5%	11.0	7.0	-2.8%	5.9%
CCOc1ccc(CC2S/C(=N/c3ccccn3)NC2=O)cc1 (stereo not given)	-20.1%	-4.5%	10.2%	i	-13.2%	16.0	0.0	-0.8%	x
CCOC(=O)N1CCN(c2ccc3nnnn3n2)CC1	3.9%	-2.1%	11.9%	i	2.5%	0.0	4.0	5.9%	-4.4%
O=C(Nc1ccc(S(=O)(=O)N2CCCC2)cc1)c1ccc(CN2CCOCC2)cc1	-16.6%	-2.7%	0.6%	i	-10.3%	11.0	5.0	2.0%	5.5%
CCOCCn1c(CN2CCCC(C)C2)nc2c1c(=O)n(C)c(=O)n2C (stereo not given)	4.5%	3.6%	9.6%	i	-7.3%	8.0	2.0	-5.6%	19.6%
CC(C)c1[nH]nc2c1C(C(C)C)C(C#N)=C(N)O2 (stereo not given)	-19.1%	4.0%	-4.4%	i	-24.3%	16.0	0.0	3.9%	x
COc1ccc(C(N)=O)cc1NC(=O)c1cccc(F)c1	-0.7%	-12.1%	1.7%	i	-14.4%	8.0	0.0	-1.4%	0.4%
[O-][n+]1onc2c1CCC1N(O)C(c3ccccc3)CC21O (stereo not given)	0.1%	-7.8%	8.5%	i	-2.6%	0.0	0.0	x	-9.6%
COC(=O)c1c(C)oc2ccc(NS(=O)(=O)c3cccs3)cc12	3.3%	4.3%	5.3%	i	-3.6%	2.0	12.0	6.5%	1.9%	Spn PMK inh pilot replicates=3.0;Spn MK inh pilot replicates=0.0;Spn DPM-DC inh pilot screen %=2.5
O=C(c1n[nH]c(=O)c2ccccc12)N1CCN(c2ccccc2Cl)CC1	2.3%	1.1%	5.3%	i	8.4%	0.0	0.0	6.2%	x
O=C(NCC1CCCO1)C1CCN(CC2CCCCC2)CC1 (stereo not given)	-3.5%	-2.4%	3.2%	i	-13.5%	15.0	6.0	-2.9%	x
O=S(=O)(Nc1cccc2ncccc12)c1cccs1	25.3%	1.0%	-16.8%	+	45.6%	16.0	0.0	85.0%*	-11.2%	Spn PMK inh pilot replicates=0.0;Spn MK inh pilot replicates=0.0;Spn DPM-DC inh pilot screen %=0.5*
O=c1c2cnn(-c3ccccc3)c2ncn1/N=C/c1ccncc1	1.5%	-1.1%	9.9%	i	-4.8%	2.0	2.0	0.8%	-3.3%	Spn PMK inh pilot replicates=3.0;Spn MK inh pilot replicates=4.5;Spn DPM-DC inh pilot screen %=0.5
O=C(Nc1cnc2ccccc2c1)c1cccnc1	17.6%	-0.4%	23.6%	i	23.8%	0.0	0.0	5.8%	4.8%
CSC1=C(C#N)C(c2ccc(C(C)C)cc2)CC(=O)N1 (stereo not given)	4.3%	-2.9%	8.0%	i	2.4%	3.0	13.0	4.2%	2.9%
O=C(Nc1ccc(N2CCCC2)c(Cl)c1)c1ccc(Br)o1	35.6%	-3.6%	16.8%	x	32.0%	11.0	7.0	12.7%	6.0%
Cc1ccc(C)c(N2CCN(C(=O)c3ccc(Cn4c(=O)[nH]c5ccccc5c4=O)cc3)CC2)c1	20.3%	6.9%	10.4%	i	38.4%	8.0	3.0	5.7%	6.8%
Cc1cc(=O)c2n(Cc3ccc(Cl)cc3)nc[n+]2[nH]1	-4.1%	-3.0%	7.2%	i	-1.7%	1.0	1.0	-8.6%	x
CN(C)c1ccc(CNC23CN4CN(CN(C4)C2)C3)cc1	-10.4%	-8.4%	9.5%	i	-7.7%	0.0	3.0	6.8%	-4.3%
Cc1ccc(C)c(N2C(=O)CC(N3CCN(Cc4ccc5c(c4)OCO5)CC3)C2=O)c1 (stereo not given)	10.9%	0.2%	9.7%	i	1.2%	0.0	0.0	6.2%	-0.7%
CCOC(=O)N(C)OC(=O)Nc1ccc(Cl)c(Cl)c1	x	30.8%	8.1%	i	x	14.0	4.0	11.0%	8.6%
O=C(O)CC1CCS(=O)(=O)C1 (stereo not given)	-11.8%	-6.2%	9.7%	i	-19.7%	4.0	9.0	23.4%	-4.0%
Cn1c(=O)c2c(nc(N3CCNCC3)n2Cc2cccc3ccccc23)n(C)c1=O	14.2%	-1.2%	1.8%	i	0.7%	9.0	2.0	-5.3%	6.7%
O=C(O)c1ccccc1OCCOc1ccccc1C(=O)O	-9.3%	-6.5%	10.8%	i	-5.5%	1.0	0.0	2.0%	-3.2%
O=C(O)CCN1Cc2ccccc2C1=O	-5.5%	-3.3%	-5.0%	i	1.7%	6.0	38.0	9.9%	x
CN1CCCCc2c1nc1ccccc1c2N (tested in a mixture with another compound)	-10.5%	-6.4%	12.6%	i	-2.0%	9.0	17.0	-3.6%	10.7%
CCCNC(=O)c1nc2ncc(Br)cn2n1	-2.6%	-2.6%	10.0%	i	-4.0%	5.0	11.0	3.7%	x
COc1ccc(-c2nnc(SCC(=O)N3CCN(c4ccccc4)CC3)o2)cc1OC	13.0%	11.7%	18.0%	i	4.6%	6.0	1.0	-6.9%	7.0%
CC(=O)Nc1cccc(Cl)c1C(=O)O	-3.3%	6.7%	4.1%	i	-15.3%	5.0	0.0	-10.8%	x
COc1ccc(CN2CCNC(=O)C2CC(=O)O)c(OC)c1 (stereo not given)	-0.2%	10.2%	13.4%	i	0.4%	0.0	2.0	1.8%	-3.0%
O=C(CN1CCN(C(c2ccccc2)c2ccccc2)CC1)NC(=O)NCc1ccco1	x	-20.2%	8.1%	i	x	12.0	0.0	-5.6%	x
CCCOC(=O)C1=C(C)NC2=C(C(=O)CC(C)(C)C2)C1c1ccc(N(C)C)cc1 (stereo not given)	-14.9%	3.7%	7.3%	i	-18.5%	0.0	0.0	2.2%	10.8%
Cc1cccc(N2CCN(C(=O)C3CCN(S(=O)(=O)c4cccc5nsnc45)CC3)CC2C)c1 (stereo not given)	19.4%	-0.7%	7.3%	i	16.2%	9.0	2.0	-6.7%	4.2%
Cc1cc2oc3c(c(=O)c2cc1C)C(c1ccc(F)cc1)N(CCCN1CCOCC1)C3=O (stereo not given)	-22.2%	-2.1%	3.6%	i	-30.2%	9.0	8.0	0.7%	4.0%
O=C(CN1CCN(c2ccccn2)CC1)NCCc1ccccc1	-2.4%	-1.8%	7.2%	i	1.0%	10.0	1.0	11.6%	3.2%
CC(C)COC(=O)n1c(=O)oc2cc(S(=O)(=O)N3CCCCC3)ccc21	-15.2%	1.6%	10.6%	i	-23.3%	10.0	4.0	-8.0%	x
CCc1nnc(NC(=O)CSc2nnc(CSc3nc(C)cc(C)n3)o2)s1	-2.9%	-2.6%	0.0%	i	5.6%	x	6.0	15.6%	4.8%
CCc1nc(N)c(C#N)c(-c2ccncc2)c1C	8.4%	-5.3%	10.1%	i	-3.6%	12.0	3.0	4.5%	14.2%	Spn PMK inh pilot replicates=3.0;Spn MK inh pilot replicates=0.0;Spn DPM-DC inh pilot screen %=4.5
Cc1cc(C)c(C#N)c(N2CCN(Cc3ccc4c(c3)OCO4)CC2)n1	x	5.1%	8.8%	i	x	8.0	5.0	-3.3%	x
Cn1c(=O)c2[nH]c(-c3cccnc3)nc2n(C)c1=O	-8.4%	-4.8%	-0.6%	i	3.2%	6.0	3.0	2.8%	x
COc1cccc(CNc2nc3nc(C)cc(C)n3n2)c1	x	-6.1%	5.2%	i	x	11.0	6.0	32.0%	5.5%
Cc1ccc(NCc2nnc(SCC(=O)N3CCCCC3)n2CC2CCCO2)c(C)c1 (stereo not given)	-3.1%	0.5%	8.5%	i	-2.1%	6.0	15.0	24.3%	2.6%	Spn PMK inh pilot replicates=3.5;Spn MK inh pilot replicates=0.0;Spn DPM-DC inh pilot screen %=3.0

Three entries already listed, arranged by molar mass, lowest first.
SMILES	HPDE-C7K KRASV12	Bfl-1 inhibitors	Alkaline phosphatase	Spn DPM-DC inh	HPDE-C7 cytotoxicity	Spn PMK inh	Spn MK inh	HT1080 cytotoxicity	LYP phosphatase	others
CCCOC(=O)C1=C(C)NC2=C(C(=O)CC(C)(C)C2)C1c1ccc(N(C)C)cc1 (stereo not given)	-14.9%	3.7%	7.3%	i	-18.5%	0.0	0.0	2.2%	10.8%
Cc1ccc(NCc2nnc(SCC(=O)N3CCCCC3)n2CC2CCCO2)c(C)c1 (stereo not given)	-3.1%	0.5%	8.5%	i	-2.1%	6.0	15.0	24.3%	2.6%	Spn PMK inh pilot replicates=3.5;Spn MK inh pilot replicates=0.0;Spn DPM-DC inh pilot screen %=3.0
Cc1cccc(N2CCN(C(=O)C3CCN(S(=O)(=O)c4cccc5nsnc45)CC3)CC2C)c1 (stereo not given)	19.4%	-0.7%	7.3%	i	16.2%	9.0	2.0	-6.7%	4.2%
